Calb biofilm kill = clotrimazole potentiators killing Candida biofilms, primary screen, with clotrimazole, Alamar Blue; C. albicans biofilm + clotrimazole; inhibition, % at 6 µM; 85,000 compounds, 0.14% hits; AID 834, 2007;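 active means inhibition above 20%; inactive means inhibition below 20%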;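 further: preformed 24 hr biofilms exposed to compound for 48 hr; 0% = biofilm without compound and 100% = blank killed by clotrimazole plus chlorhexidine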
HUVEC tox IL1B = cytotoxicity in IL-1B stimulated HUVEC, primary screen, cytotoxicity control for IL-1B NFkB translocation project, imaging, Hoechst nuclear count, IL-1B stimulus; cell count reduction, % at 2 µM; AID 845, 2007; HUVEC cell count loss; 94,000 compounds, 0.41% hits;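 active means cell count reduction more than 3 SD above the screen-wide mean, cut at about 70% in these data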;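 further: normalized per plate to untreated control cells as the no-loss baseline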
VCAM1 TNFa inh = inhibitors of TNFa-induced VCAM1 expression, primary screen, imaging, HUVEC, TNFa stimulus, immunofluorescence; HUVEC TNFa-induced VCAM-1 immunofluorescence, high-content imaging; inhibition, % at 2 µM; 95,000 compounds, 0.48% hits;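 active means inhibition above the batch mean plus 3 SD, with images confirmed as a hit by eye, cut at about 37% in these data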;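 further: 0% = TNF-stimulated DMSO wells and 100% = unstimulated control wells; not every result past the cut was called active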
DAT uptake mod = changed hDAT dopamine uptake under cocaine IC80, either direction, primary screen, cocaine antagonist project, cell-based, LLC-PK1 hDAT, [14C]-dopamine uptake, MLSMR; Sodium-dependent dopamine transporter (Homo sapiens), Q01959; 110,000 compounds, 1.3% hits; B-score at 10 µM; LLC-PK1 hDAT cells, [14C]-dopamine uptake with cocaine IC80; actives deviate in either direction; AID 449768, 2010;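 active means Z score or B-score, a plate-position-corrected score, falls beyond the plate's 99.7% confidence bounds, in either direction; inactive means both scores lie inside the 99.7% bounds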;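 further: scored against the spread of the other compound wells on the same plate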
Target sequence (Q01959 whole entry, looked up): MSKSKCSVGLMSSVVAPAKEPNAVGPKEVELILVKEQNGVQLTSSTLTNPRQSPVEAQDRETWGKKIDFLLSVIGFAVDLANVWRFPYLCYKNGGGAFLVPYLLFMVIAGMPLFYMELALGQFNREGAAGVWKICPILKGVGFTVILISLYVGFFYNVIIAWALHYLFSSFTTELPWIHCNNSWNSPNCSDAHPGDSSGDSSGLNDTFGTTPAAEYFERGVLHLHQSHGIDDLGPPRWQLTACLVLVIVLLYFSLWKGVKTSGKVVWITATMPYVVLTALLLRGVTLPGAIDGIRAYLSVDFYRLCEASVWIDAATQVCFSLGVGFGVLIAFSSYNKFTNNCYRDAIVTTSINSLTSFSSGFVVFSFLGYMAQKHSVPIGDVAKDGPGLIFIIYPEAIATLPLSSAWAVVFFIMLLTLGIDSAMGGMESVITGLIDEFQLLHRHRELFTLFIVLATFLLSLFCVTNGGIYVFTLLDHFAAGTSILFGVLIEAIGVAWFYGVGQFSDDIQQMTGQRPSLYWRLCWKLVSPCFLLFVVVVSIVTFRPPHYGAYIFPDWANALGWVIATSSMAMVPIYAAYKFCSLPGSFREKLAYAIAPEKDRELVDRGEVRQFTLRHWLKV
TNFa cytotox = cytotoxicity in TNFa-stimulated HUVEC, primary screen, cytotoxicity control for VCAM1 expression modulator project, imaging, Hoechst nuclei count; HUVEC TNFalpha-stimulated, Hoechst cell count; cell count reduction, % at 2 µM; 93,000 compounds, 0.17% hits; AID 848, 2007;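 active means cell count reduction exceeding the screen mean by over 5 SD, scaled to untreated wells per plate, cut at about 78% in these data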;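 further: cells counted after 24 h of TNF alpha exposure following the 1 h pretreatment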
* hit, by the source's call; x = not tested or not shown. A portion of the library; the hit share may differ from the screen's.

# | Molecule | Calb biofilm kill | TNFa cytotox | HUVEC tox IL1B | DAT uptake mod | VCAM1 TNFa inh
1 | O=C(CCCn1c(SCC(=O)NC2CCCC2)nc2ccccc2c1=O)NCC1CCCO1 (stereo not drawn) | 4.9 | x | x | x | x
2 | CCn1cc(C(=O)Nn2cnnc2)c(=O)c2ccc(C)nc21 | 7.6 | x | x | x | x
3 | Cc1cc(=O)n2nc(N3CCC(C(=O)NCCC4=CCCCC4)CC3)sc2n1 | 4.5 | x | x | x | x
4 | Cc1cc(Nc2ccc(F)cc2F)n2ncnc2n1 | 0.1 | x | x | x | x
5 | Cn1cc(C(=O)NCCN2CCN(c3ccccc3F)CC2)c2c3ccccc3n(C)c2c1=O | 6.4 | x | x | x | x
6 | COc1nc(N2CCCC2)nc(-n2cc(-c3ccccc3)nn2)n1 | 2.5 | x | x | x | x
7 | N#Cc1ccccc1Cn1c(=O)n(CCC(=O)NCc2ccco2)c(=O)c2ccccc21 | -2.2 | x | x | x | x
8 | Cc1ccc(NC(=O)CN(c2ccc(C)cc2)S(=O)(=O)c2cccc3nonc23)cc1 | -3.9 | x | x | x | x
9 | O=C(CCCCn1c(=O)[nH]c2ccccc2c1=O)NCCc1c[nH]c2ccccc12 | -2.6 | x | x | x | x
10 | Cn1c(Cn2c(=O)sc3ccccc32)nnc1SCC(=O)NCc1ccccc1Cl | 4.3 | x | x | x | x
11 | CCN1C(=O)c2ccccc2Sc2ccc(C(=O)NCCN3CCOCC3)cc21 | 7.3 | x | x | x | x
12 | Cc1ccc(C2/C(=C(\O)c3c(C)nc4ccccn34)C(=O)C(=O)N2CCCN(C)C)o1 (stereo not drawn) | -0.8 | x | x | x | x
13 | CCOC(=O)N1CCc2c(sc3c2C(=O)NC(c2ccc(-c4ccc(Cl)cc4)o2)N3)C1 (stereo not drawn) | 3.8 | x | x | x | x
14 | Fc1ccccc1-c1nc(NCCCN2CCOCC2)c2ccccc2n1 | 5.5 | x | x | x | x
15 | O=C(C1CCN(S(=O)(=O)c2cccc3cccnc23)CC1)N1CCN(C2CCCC2)CC1 | 8.8 | x | x | x | x
16 | CCCn1c(C)cc(C(=O)CN2C(=O)c3ccccc3C2=O)c1C | 6.6 | x | x | x | x
17 | COc1ccc(NS(=O)(=O)c2cccc3nonc23)c(OC)c1 | -0.7 | x | x | x | x
18 | COc1ccc(C2C3=C(CC(C)(C)CC3=O)Oc3ncn4nc(-c5cccnc5)nc4c32)cc1 (stereo not drawn) | -3.7 | x | x | x | x
19 | CCOC(=O)N1CCC(N2Cc3cccc(C(=O)N4CC(C)CC(C)C4)c3C2=O)CC1 (stereo not drawn) | 6.0 | x | x | x | x
20 | COc1ccc(-c2noc(-c3cccc(Cl)c3)n2)cc1OC | -3.4 | x | x | x | x
21 | Cn1cc(C2NC(=O)c3c(sc4c3CCCC4)N2)c2ccccc21 (stereo not drawn) | 15.8 | x | x | x | x
22 | CCOC(=O)NCc1ccc2[nH]c(C)cc2c1 | 9.9 | x | x | x | x
23 | CCn1c(SCC(=O)Nc2ccc(Cl)cc2)nnc1C1CC1 | -7.0 | x | x | x | x
24 | Cc1cc(C)cc(-n2cc3c(=O)n(C)c(=O)n(C)c3c2)c1 | 4.4 | x | x | x | x
25 | CCn1cc(C(=O)NC2CCCC2)c(=O)c2cc(S(=O)(=O)N3CCOCC3)ccc21 | 3.1 | x | x | x | x
26 | CC1CCN(CCNC(=O)c2ccc3c(=O)n(CCc4ccccc4)c(=O)[nH]c3c2)CC1 | 5.2 | x | x | x | x
27 | Fc1ccc(-c2nnc3sc(-c4ccc5c(c4)OCO5)nn23)cc1 | 4.1 | x | x | x | x
28 | O=C(CSc1nnc(Cn2c(=O)sc3ccccc32)n1CCc1ccccc1)N1CCCC1 | 10.1 | x | x | x | x
29 | CCOc1ccc(C2C(C(=O)c3ccc(C)o3)=C(O)C(=O)N2CCCN(CC)CC)cc1 (stereo not drawn) | 7.4 | x | x | x | x
30 | COc1ccc(N2CCN(C(c3ccco3)c3sc4nc(C)nn4c3O)CC2)cc1 (stereo not drawn) | 5.1 | x | x | x | x
31 | CCOC(=O)c1sc(NC(=O)CCn2nnc3ccccc32)c(C(=O)OCC)c1C | 6.9 | x | x | x | x
32 | Cc1ccc(S(=O)(=O)NC(=O)Nc2ncc3c(n2)CC(c2ccco2)CC3=O)cc1 (stereo not drawn) | 0.9 | x | x | x | x

Record cards, from the list above.
CCn1cc(C(=O)NC2CCCC2)c(=O)c2cc(S(=O)(=O)N3CCOCC3)ccc21 across the screens: Calb biofilm kill = 3.1; TNFa cytotox = x; HUVEC tox IL1B = x; DAT uptake mod = x; VCAM1 TNFa inh = x
O=C(CSc1nnc(Cn2c(=O)sc3ccccc32)n1CCc1ccccc1)N1CCCC1 across the screens: Calb biofilm kill = 10.1; TNFa cytotox = x; HUVEC tox IL1B = x; DAT uptake mod = x; VCAM1 TNFa inh = x

Returning to the listing, starting 2 compounds before the break.
# | Molecule | Calb biofilm kill | TNFa cytotox | HUVEC tox IL1B | DAT uptake mod | VCAM1 TNFa inh
31 | CCOC(=O)c1sc(NC(=O)CCn2nnc3ccccc32)c(C(=O)OCC)c1C | 6.9 | x | x | x | x
32 | Cc1ccc(S(=O)(=O)NC(=O)Nc2ncc3c(n2)CC(c2ccco2)CC3=O)cc1 (stereo not drawn) | 0.9 | x | x | x | x
33 | CN(C)C(=O)c1nnc(Cc2ccc(Cl)cc2)o1 | 5.6 | x | x | x | x
34 | CCCCn1cnc2c(c1=O)c1nc3ccccc3nc1n2Cc1ccc2c(c1)OCO2 | 4.3 | x | x | x | x
35 | CC(CC(=O)O)NCC1COc2ccccc2O1 (stereo not drawn) | 7.8 | x | x | x | x
36 | Cc1ccc(S(=O)(=O)/N=C(\CCl)N2CCOCC2)cc1 | 4.3 | x | x | x | x
37 | O=C(Nc1ccc2c(c1)OCO2)c1cccc2c1C(=O)N(C1CCCCC1)C2 | 2.7 | x | x | x | x
38 | CCCC(OC(=O)CN1C(=O)COc2ccccc21)C(=O)NC1CCCC1 (stereo not drawn) | 4.2 | x | x | x | x
39 | O=C(C1CCC(CNc2c(N3CCCCC3)c(=O)c2=O)CC1)N1CCN(c2ccccn2)CC1 (stereo not drawn) | 4.4 | x | x | x | x
40 | Cc1cccn2c(=O)c3cc(C(=O)N4CCc5ccccc54)n(C)c3nc12 | 9.2 | x | x | x | x
41 | COc1ccc(CNC(=O)C2CCN(S(=O)(=O)c3cccc4cccnc34)CC2)cc1 | 9.7 | x | x | x | x
42 | O=C(CN1CC(c2ccccc2)CC1=O)Nc1ccc2c(c1)OCO2 (stereo not drawn) | 13.7 | x | x | x | x
43 | CCS(=O)(=O)N1CCCC(C(=O)NCCc2ccc(C)cc2)C1 (stereo not drawn) | 1.3 | x | x | x | x
44 | COc1ccc(CN2C(=O)CCC2(C)C(=O)NC2CCCC2)c(OC)c1 (stereo not drawn) | 3.4 | x | x | x | x
45 | O=C(NCCCN1CCOCC1)c1cc2c(=O)[nH]c3ccccc3c2s1 | 9.9 | x | x | x | x
46 | COC(=O)c1ccc2c(c1)N(Cc1nc(-c3ccc(Cl)cc3)oc1C)C(=O)C1CCCN21 (stereo not drawn) | -3.6 | x | x | x | x
47 | COc1ccccc1-n1cc(C(=O)NCC(=O)N2CCN(c3ccccn3)CC2)c2ccccc2c1=O | 3.6 | x | x | x | x
48 | CCCn1c(=NC(C)=O)c(C#N)cc2c(=O)n3cccc(C)c3nc21 | 7.2 | x | -4.1 | x | x
49 | O=C(C1CCCCC1)N(CCN1CCCC1)c1nc2ccccc2s1 | 2.4 | x | 1.1 | x | x
50 | Cc1nc(N2CCN(c3ncccn3)CC2)c2oc3ccccc3c2n1 | 7.1 | x | -11.8 | x | x
51 | CCOC(=O)C1CCN(c2ncnc3c2cnn3-c2ccc(OC)cc2)CC1 | 8.6 | x | -20.4 | x | x
52 | CCOc1ccc(NS(=O)(=O)c2ccc3[nH]cc(C(=O)N(CC)CC)c(=O)c3c2)cc1 | 8.1 | x | 2.3 | x | x
53 | O=[N+]([O-])c1ccc(-c2nnc(CSc3nc(-c4ccccc4)nc4ccc(F)cc34)o2)cc1 | 3.2 | x | -59.6 | x | x
54 | Cc1ccc2nc(CSc3nnc(-c4ccco4)o3)cc(=O)n2c1 | 5.2 | x | -2.2 | x | x
55 | COC(=O)c1ccc(C2/C(=C(/O)c3ccc(OC)cc3)C(=O)C(=O)N2Cc2ccco2)cc1 (stereo not drawn) | 5.2 | x | 2.5 | x | x
56 | COc1ccc(N2C(=O)c3ccc(C(=O)OC(C)C)cc3C2=O)cc1 | 8.8 | x | 21.7 | x | -9.1
57 | Cc1cccc2cc(CN(Cc3ccccc3)C(=O)N3CCOCC3)c3nnnn3c12 | 3.2 | x | -38.8 | x | -8.6
58 | CCCCCn1c(=O)[nH]c2cc(C(=O)NCCN3CCOCC3)ccc2c1=O | x | 0.4 | -9.1 | x | -9.9
59 | CC1(C)Cc2ccccc2-c2c1c(=O)n(-c1ccccc1)c1nnnn21 | x | 10.2 | -10.6 | x | 30.3
60 | COCCn1c(C)cc(C(=O)CSc2nnc3scc(-c4ccc(Cl)cc4)n23)c1C | x | -18.5 | -68.9 | x | 18.5
61 | C[C@H](NC(=O)OCc1ccccc1)c1nnc([C@H](Cc2ccccc2)NC(=O)OC(C)(C)C)o1 | x | x | x | 2.67 | x
62 | COC(=O)CCCC1=CC2=CC(=O)C(C)(OC(=O)c3ccco3)C(=O)C2=CO1 (stereo not drawn) | x | x | x | -0.00333 | x
63 | CC[C@H]1CN2CCc3cc(OC)c(OC)cc3[C@@H]2C[C@@H]1C[C@H]1NCCc2cc(OC)c(OC)cc21 | x | x | x | 0.379 | x
64 | C=CCOC(=O)C1=C[C@H](c2cn(C(C)=O)c3ccccc23)[C@@H](CCCO)[C@H](OCC)O1 | x | x | x | 1.75 | x
65 | Cc1noc(C)c1-c1ccc2nc[nH]c(=O)c2c1 | x | x | x | 0.251 | x
66 | CC(C)CCNC(=O)C1CC2Cn3c(nc4cc(Cl)c(Cl)cc43)C2N1C (stereo not drawn) | x | x | x | 0.0298 | x
67 | COc1ccc2c(c1O)-c1ccccc1CCN(C)C2 | x | x | x | -0.574 | x
68 | NC(=O)C1=C[C@@H](c2ccc(Br)cc2)C[C@@H](OCCCCO)O1 | x | x | x | 0.00725 | x
69 | COc1cc(OC)c2ccc(=O)oc2c1C(CCN1CCCCC1)c1ccc(N(C)C)cc1 (stereo not drawn) | x | x | x | 0.14 | x
70 | C=CCC1CCCC(=O)N2CC[C@H](O)C12 (stereo partly drawn) | x | x | x | -0.0736 | x
71 | NC(=O)c1ccsc1NC(=O)c1ccc2c(c1)CCCC2 | x | x | x | 0.513 | x
72 | COCCN1C=C2C(=O)C(C)(OC(=O)C3CCCC3)C(=O)C(c3ccccc3)=C2C=C1CCCC(=O)OC (stereo not drawn) | x | x | x | -0.312 | x
73 | Cc1cccc(CCN2CCC(C(=O)c3ccc(NS(C)(=O)=O)cc3)CC2)n1 | x | x | x | 0.831 | x
74 | COC(C/C=C\C(=O)[C@@H](C)OCc1ccccc1)OC | x | x | x | -0.875 | x
75 | C[C@@H]1NC(=O)[C@H](CCC(N)=O)NC(=O)c2cc([N+](=O)[O-])cc(I)c2NCCC[C@@H](C(N)=O)NC1=O | x | x | x | -0.807 | x
76 | C/C=C/C=C\C(=O)Nc1cccc(C2=NOC3(C2)C[C@H](C(N)=O)N(C(=O)CC#N)C3)c1 (stereo partly drawn) | x | x | x | -0.629 | x
77 | COC(=O)CCC(=O)OC1(C)C(=O)C=C2C=C(C3CC3)N(c3cccc(C#N)c3)C=C2C1=O (stereo not drawn) | x | x | x | -0.837 | x
78 | CCCCOC(=O)c1ccc(NC(=O)c2ccc(F)cc2F)cc1 | x | x | x | -0.824 | x
79 | C[C@@H]1O[C@@H](OC[C@H]2O[C@@H](Oc3c(-c4ccc(O)c(O)c4)oc4cc(O)cc(O)c4c3=O)[C@H](O)[C@@H](O)[C@@H]2O)[C@H](O)[C@H](O)[C@H]1O | x | x | x | 0.00594 | x
80 | O=C(O)C[C@H]1c2ccc(C(F)(F)F)cc2S(=O)(=O)N1Cc1ccccc1 | x | x | x | -1.67 | x
81 | C/C(=C\CCC1(C)C2CC3C(C2)C31C)C(=O)O (stereo not drawn) | x | x | x | 0.369 | x
82 | CC1(C(=O)NCCN2CCOCC2)C=CC2(CCCCC2)N1C(=O)c1ccccc1 (stereo not drawn) | x | x | x | -0.0933 | x
83 | CCCCCCC(=O)N1C/C=C\C(c2ccc(OC)cc2)N(Cc2ccc(F)cc2)C(=O)[C@H]1Cc1ccccc1 (stereo partly drawn) | x | x | x | -0.369 | x
84 | COc1cccc(C(=O)Nc2cc(C)c3c(=O)oc4ccccc4c3n2)c1 | x | x | x | -0.0979 | x

Assay outcomes from PubChem.
